GLS inhibitor: blocks human kidney-isoform glutaminase activity; Potency, µM (top dose mostly 45.5 µM), inactives show at the top dose activity change, negative = inhibition, actives largely listed as inhibitors; GLS enzymatic activity, qHTS titration; O94925; actives 0.21% (n = 410,000); also: potency is read from the fitted curve at half-maximal effect; % is scaled to controls: 0 for no effect and ±100 for the full control effect
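Human kidney-isoform GLS in 45 mM KH2PO4 pH 8.2, 0.02% Tween-20, with compound, started with 1mM L-Glutamine (added stock). Glutamate oxidase/HRP/Amplex red coupled fluorescence read at start and after 30 min at RT.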
PI4K2A block: PI4K2A (human) kinase inhibition. activity change, negative = inhibition, % at 76.9 µM. Q9BTU6. actives 0.13% (n = 420,000). purified PI4K2A, ADP-Glo luminescence, 1 h; active compounds read low. AID 1346378; in the data active = activity change below about -50%; inconclusive = mostly about -30% to -49%;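 also: -100% = wells without enzyme as full effect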
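ADP-Glo luminescence measured ADP generated by PI4K2A enzyme (4 ug/mL before mixing) with 1.2 mM PI substrate (pre-mix) and 300 microM ATP (pre-mix). Tris pH7.5 buffer with MgCl2, Triton X-100; 1 h reaction at ambient temperature.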
ERG Ets-DNA blk: ERG Ets/DNA interaction inhibition; P11308; fluorescence polarization, His-ERG Ets domain / labelled DNA; Potency, µM (top dose mostly 76.9 µM), for inactives: top-dose FP activity, negative = inhibition, hits mostly inhibitors; actives 0.028% (n = 370,000); active = well fitted inhibition curve with a large enough effect in the polarisation, with a control signal flat; inconclusive = small, poorly fitted or top-dose-only effect, or effect the other way, or a change in a side signal; inactive = no such curve, though single readings can be large or run the other way; the % refers to the polarisation;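 also: polarization taken with two DNA probes labelled with fluorescein and Texas red; potency is read from the fitted curve at half-maximal effect; % of control where 0% means no effect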
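His-tagged ERG Ets domain (1 uM in the protein solution; 300mM KCl, 50mM Tris-HCl, 1mM EDTA, 1mM DTT, pH 7.5) received compound, then a probe mix of 5 nM fluorescein-DNA and 100nM Texas-615-DNA. Fluorescence polarization was read for both dyes.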
Tb PGK inh: blocks T. brucei phosphoglycerate kinase; P07378; PGK/GAPDH coupled, Kinase-Glo luminescence, 60 min; Potency, µM (titrated, usually from 57.5 µM), inactives show at the top dose activity change, negative = inhibition, hits mostly inhibitors; actives 0.043% (n = 380,000); also: potency is read from the fitted curve at half-maximal effect; % is scaled to controls: 0 for no effect and ±100 for the full control effect; nearly all actives have a fitted effect of over 60% in size
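Luminescent ATP detection (Kinase-Glo Plus) follows a 60-minute room-temperature incubation, with wells lacking PGK as controls. Buffer: 100 mM TEA (pH 7.6), 5 mM MgCl2, 0.01% Tween-20. Coupling enzyme GAPDH (100 nM final) supplies unstable 1,3-BPG in-well.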
HP1b binding inh: inhibitors of HP1-beta chromodomain binding to methylated histone tails; AlphaScreen HP1-beta / biotin-H3K9me3 peptide binding; Potency, µM (doses to about 114 µM), without a hit: top-dose activity change, negative = inhibition, actives largely listed as inhibitors; actives 0.56% (n = 390,000); AID 540317; also: potency is read from the fitted curve at half-maximal effect; nearly all actives have a fitted effect of over 70% in size; inactives centre near 23
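AlphaScreen: HP1-beta (50 nM) preformed 30 min with biotin-H3(1-18)K9me3 peptide (50 nM) in PBS pH 7.4, 0.01% Tween-20. Compound added for 30 min at RT, then streptavidin donor/nickel chelate acceptor beads (10 ug/mL) for 30 min.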
JMJD2A Tudor: blocks the human JMJD2A Tudor domain | O75164 | AlphaScreen JMJD2A-Tudor / H3K4me3 peptide binding | Potency, µM (top dose mostly 114 µM), inactives show top-dose activity change, negative = inhibition, actives largely listed as inhibitors | actives 4.4% (n = 390,000); also: potency is read from the fitted curve at half-maximal effect; % is scaled to controls: 0 for no effect and ±100 for the full control effect; nearly all actives have a fitted effect of over 50% in size
Pin1 inhibitor: blocks the human prolyl isomerase Pin1; AID 504891; Pin1 FP peptide displacement, HiFluor488, 10 min; Potency, µM (titrated, usually from 115 µM), inactives show at the highest dose activity, negative = inhibition, most hits filed as inhibitors; actives 0.009% (n = 390,000); active = well fitted inhibition curve with a large enough effect in the polarisation, with a control signal flat, not every such curve was filed as active; inconclusive = small, poorly fitted or top-dose-only effect, or effect the other way, or a change in a side signal; inactive = no such curve, though single readings can be large or run the other way; the % refers to the polarisation; also: potency is read from the fitted curve at half-maximal effect; % is scaled to controls: 0 for no effect and ±100 for the full control effect
G9a block: inhibitors of human histone lysine methyltransferase G9a; G9a H3K9 monomethylation, AlphaScreen, 2 h; Potency, µM (highest dose often 102 µM), for the others: top-dose activity, negative = inhibition, most hits filed as inhibitors; actives 8.8% (n = 350,000); AID 504332; also: potency is read from the fitted curve at half-maximal effect; % is scaled to controls: 0 for no effect and ±100 for the full control effect; nearly all actives have a fitted effect of over 75% in size
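Compounds were preincubated with 20 nM G9a for 15 min, after which biotinylated H3K9 peptide (500 nM) and SAM (20 uM) started a 2 h room-temperature reaction. Monomethylated product was quantified by antibody-based AlphaScreen chemiluminescence.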
BAZ2B inh: blocks human BAZ2B; Q9UIF8; AlphaScreen BAZ2B-H3K14Ac peptide displacement; Potency, µM (top dose mostly 114 µM), inactives show at the top dose activity change, negative = inhibition, hits mostly inhibitors; actives 4.4% (n = 360,000); AID 504333; also: potency is read from the fitted curve at half-maximal effect; % is scaled to controls: 0 for no effect and ±100 for the full control effect; nearly all actives have a fitted effect of over 60% in size
Target sequence (Q9UIF8 whole entry, looked up): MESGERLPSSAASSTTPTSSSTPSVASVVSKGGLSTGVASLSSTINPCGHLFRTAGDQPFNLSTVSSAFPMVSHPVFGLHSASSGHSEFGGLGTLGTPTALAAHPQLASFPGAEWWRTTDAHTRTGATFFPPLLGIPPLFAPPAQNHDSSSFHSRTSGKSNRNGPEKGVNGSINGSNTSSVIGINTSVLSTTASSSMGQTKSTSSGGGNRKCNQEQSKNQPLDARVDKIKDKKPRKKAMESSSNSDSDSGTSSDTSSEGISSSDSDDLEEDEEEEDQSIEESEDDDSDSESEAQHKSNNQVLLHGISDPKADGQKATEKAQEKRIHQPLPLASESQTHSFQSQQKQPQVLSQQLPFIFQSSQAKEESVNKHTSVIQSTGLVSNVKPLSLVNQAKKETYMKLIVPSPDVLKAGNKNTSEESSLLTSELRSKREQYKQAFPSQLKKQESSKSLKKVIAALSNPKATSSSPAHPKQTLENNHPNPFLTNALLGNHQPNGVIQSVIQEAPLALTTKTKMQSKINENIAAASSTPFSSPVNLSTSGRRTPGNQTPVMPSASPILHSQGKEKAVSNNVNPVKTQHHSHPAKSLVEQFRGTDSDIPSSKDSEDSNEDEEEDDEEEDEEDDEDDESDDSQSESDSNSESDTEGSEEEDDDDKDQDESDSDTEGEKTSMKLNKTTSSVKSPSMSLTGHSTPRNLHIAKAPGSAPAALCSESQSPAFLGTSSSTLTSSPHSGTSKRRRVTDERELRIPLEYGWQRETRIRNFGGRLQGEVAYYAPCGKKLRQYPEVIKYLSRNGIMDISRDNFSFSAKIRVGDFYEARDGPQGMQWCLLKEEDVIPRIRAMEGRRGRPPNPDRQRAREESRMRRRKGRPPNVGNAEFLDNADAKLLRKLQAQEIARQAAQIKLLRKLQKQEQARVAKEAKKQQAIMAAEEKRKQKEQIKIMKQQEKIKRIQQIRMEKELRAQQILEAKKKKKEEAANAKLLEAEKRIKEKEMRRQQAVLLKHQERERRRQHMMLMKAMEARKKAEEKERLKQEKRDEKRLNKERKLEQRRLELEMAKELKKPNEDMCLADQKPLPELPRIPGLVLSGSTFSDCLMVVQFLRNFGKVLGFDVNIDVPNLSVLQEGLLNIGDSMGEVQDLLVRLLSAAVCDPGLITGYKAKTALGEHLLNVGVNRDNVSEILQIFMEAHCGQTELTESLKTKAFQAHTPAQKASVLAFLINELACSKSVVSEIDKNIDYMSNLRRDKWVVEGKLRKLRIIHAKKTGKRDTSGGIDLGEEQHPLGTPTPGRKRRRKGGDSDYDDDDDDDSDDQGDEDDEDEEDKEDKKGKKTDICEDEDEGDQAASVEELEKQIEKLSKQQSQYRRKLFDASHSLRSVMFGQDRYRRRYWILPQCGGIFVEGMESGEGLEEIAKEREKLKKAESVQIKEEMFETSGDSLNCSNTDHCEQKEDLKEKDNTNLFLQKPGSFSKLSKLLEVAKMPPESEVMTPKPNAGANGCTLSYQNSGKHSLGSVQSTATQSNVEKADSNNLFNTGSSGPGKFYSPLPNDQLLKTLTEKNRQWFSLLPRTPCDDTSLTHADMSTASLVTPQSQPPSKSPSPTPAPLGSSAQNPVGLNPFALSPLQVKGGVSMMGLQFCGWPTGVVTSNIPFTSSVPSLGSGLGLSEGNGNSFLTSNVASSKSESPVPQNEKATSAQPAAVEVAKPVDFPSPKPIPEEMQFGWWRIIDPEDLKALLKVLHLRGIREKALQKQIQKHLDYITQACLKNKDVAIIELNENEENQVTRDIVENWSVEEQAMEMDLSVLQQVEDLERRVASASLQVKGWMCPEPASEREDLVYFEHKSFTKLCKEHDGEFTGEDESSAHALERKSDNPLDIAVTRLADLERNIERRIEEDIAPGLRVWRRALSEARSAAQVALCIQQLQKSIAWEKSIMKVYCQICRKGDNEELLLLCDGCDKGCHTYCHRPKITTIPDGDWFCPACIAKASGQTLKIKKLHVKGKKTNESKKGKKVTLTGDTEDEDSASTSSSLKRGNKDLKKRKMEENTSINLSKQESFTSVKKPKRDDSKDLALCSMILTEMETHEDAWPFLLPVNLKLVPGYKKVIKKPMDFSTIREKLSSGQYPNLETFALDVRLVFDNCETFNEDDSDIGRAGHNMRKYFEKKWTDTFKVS
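AlphaScreen displacement: compounds (up to 110uM) incubated 30 min at room temperature with a preformed 50 nM BAZ2B/50 nM biotinylated H3K14Ac peptide complex in PBS pH 7.4 with Tween-20. Donor and acceptor beads at 10 ug/mL final added, 20 min light-protected before reading.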
* = called active by the depositor; i = inactive; ? = inconclusive; · = not tested or not shown; [ ] = remark or other dose. Unless noted, calls follow the shape of the dose curve; as a rule, active = well fitted curve in the direction sought with a large enough effect; inconclusive = small, poorly fitted or top-dose-only effect, or another doubt; inactive = no such curve, though single readings can be large; an effect the other way counts as inactive or inconclusive.

JMJD2A Tudor | HP1b binding inh | G9a block | BAZ2B inh | Pin1 inhibitor | Tb PGK inh | GLS inhibitor | ERG Ets-DNA blk | PI4K2A block | SMILES
-7% | 37% | ? | ? | -1% | -2% | 9% | -2% | 7 | COc1ccc(/C=C2\CCCC3C2=NC(=S)NC3c2ccc(OC)cc2)cc1 (stereo unspecified)
-2% | 29% | 11%[59 µM] | -3% | 3% | -7% | -6% | -9% | 9 | C=C(C)Cc1c(C)nc(-c2ccccc2)[nH]c1=O
-5% | 27% | 21%[59 µM] | 10% | 3% | -8% | 2% | -4% | -7 | O=C(Nc1ccc(-c2nc3cc(Cl)ccc3c(=O)o2)cc1)c1ccco1
-22% | -1% | -11% | -4% | 3% | -1% | 8% | -3% | 0 | O=C(Cc1ncc(C(F)(F)F)cc1Cl)N1CCN(c2ccc(F)cc2)CC1
-12% | 30% | 5% | -13% | -5% | i | -16% | 6% | -3 | COc1ccccc1NC(=O)C1CCN(S(=O)(=O)c2ccc3c(c2)NC(=O)CO3)CC1
-20% | 31% | 13%[59 µM] | -2% | -1% | -6% | 7% | -9% | -1 | O=C(Cn1c(-c2cncs2)nc2ccccc21)NC1CCCC1
-11% | 23% | 18%[12.7 µM] | -23% | 0% | -8% | 18% | -6% | -6 | COC(=O)CSC1=C(C#N)C(c2ccc(C)o2)CC(=O)N1 (stereo unspecified)
-1% | 27% | 3% | -6% | -2% | i | -12% | 8% | -4 | O=C(CCCCCCCCCCC(=O)NCc1cccnc1)NCc1cccnc1
-12%[11.4 µM] | -6% | 1% | 4% | -8% | -4% | -5% | -14% | -1 | Cc1cccc(C)c1NS(=O)(=O)c1ccc(F)cc1
-10% | 42%[activator] | 79µM* | 3%[57.1 µM] | -1% | -4% | -2% | -9% | -3 | O=C1CN=C(Nc2ccccc2)N1Cc1cccs1
-18% | 37% | 50µM* | 8% | 29% | -9%[11.5 µM] | 19% | · | 0 | CCOC(=O)Cc1c(C)nc2c(-c3ccc(Cl)cc3)c(C)[nH]n2c1=O
? | -13% | ? | ? | 1% | i | -14% | -2% | -5 | COc1ccc(NC(=O)c2cc(-c3cc(OC)c(OC)c(OC)c3)nc3ccccc23)cc1OC
-2% | 29% | 4% | 0% | -1% | 5% | 5% | 2% | 0 | O=c1c2ccccc2ncn1Cc1ccccc1
-21% | 8% | -43% | ? | 3% | 7% | -10% | -10% | 3 | CCNC(=S)N1CCc2cc(OC)c(OC)cc2C1COc1ccccc1OC (stereo unspecified)
-4% | 39%[activator] | ? | -4% | 3% | 2% | 12% | 6% | 0 | CCc1ccc(C(=O)C(C)OC(=O)c2nc3nc(C)cc(C)n3n2)cc1 (stereo unspecified)
-15% | 10% | -50% | -11% | ? | i | 1% | -2% | -9 | CCCCNC(=O)N1CCc2[nH]c3ccccc3c2C1
-12% | 36%[activator] | · | -1% | 0% | 0% | -5% | 1% | 5 | Cc1ccc2oc(C(=O)Nc3nnc(CC(C)C)s3)c(C)c2c1
? | -11% | ? | ? | 3% | i | -7% | -1% | 0 | COc1ccccc1/C=N/Nc1cc(N(C)C)nc(N(C)C)n1
0% | 34% | ? | -1% | 2% | 1% | 12% | -2% | 0 | O=C(CSc1nnc(CNC(=O)c2ccccc2F)o1)NCC1CCCO1 (stereo unspecified)
-6% | 19%[57 µM] | · | · | -19% | i | 14% | -7% | -9 | O=c1[nH]cnc(O)c1Nc1cccc(Cl)c1
-22% | 14% | 20% | 15% | -1% | 4% | 26% | · | -2 | c1ccc(Nc2nn[nH]n2)cc1
-6% | 27% | 42%[12.7 µM] | -5% | 3% | 6% | -1% | -16% | 0 | CN(C(=O)Cn1nnc(-c2cccnc2)n1)C1CCCCC1
-13% | 33% | -1% | -10% | 1% | -3% | -2% | 4% | -2 | COc1ccccc1NC(=O)CCSc1nc(C)cs1
10µM* | 21% | ? | 5% | 6% | -6% | 4% | -11% | -1 | CCn1c(CCNC(=O)c2ccc(Cl)cc2)n[nH]c1=S
-31% | 9% | -1%[59 µM] | -17% | 4% | -4% | 13% | -2% | -3 | O=C(CSc1nncn2c1cc1occc12)Nc1ccccc1C(F)(F)F
-30% | 16% | -14% | -18% | -2% | -8% | 4% | -4% | 4 | Cc1ccc2[nH]c(O)c(N=NC(N)=S)c2c1
-2% | 15% | ? | 6% | 2% | -15% | 8% | -1% | 2 | O=C(OCc1nnc(-c2ccccc2)o1)c1cc(=O)c2ccccc2o1
-6% | 25% | -12%[59 µM] | 4% | -8% | -5% | 1% | -2% | 5 | CN(C)C(=O)C12CCC(C)(c3nc4ccccc4nc31)C2(C)C (stereo unspecified)
2% | 52%[activator] | -48%[12.7 µM] | -5%[57.1 µM] | 5% | -9% | 2% | 10% | 0 | O=C(NCCc1cccs1)C1CC(c2c(Cl)cccc2Cl)=NO1 (stereo unspecified)
-16% | 20% | -2%[59 µM] | -2% | -8% | -5% | -4% | -19% | 0 | CN1CCN(C(=O)CN2C(=O)NC(C)(c3ccc4ccccc4c3)C2=O)CC1 (stereo unspecified)

Seven neighbouring entries already listed, quoted:
JMJD2A Tudor | HP1b binding inh | G9a block | BAZ2B inh | Pin1 inhibitor | Tb PGK inh | GLS inhibitor | ERG Ets-DNA blk | PI4K2A block | SMILES
-12% | 30% | 5% | -13% | -5% | i | -16% | 6% | -3 | COc1ccccc1NC(=O)C1CCN(S(=O)(=O)c2ccc3c(c2)NC(=O)CO3)CC1
-20% | 31% | 13%[59 µM] | -2% | -1% | -6% | 7% | -9% | -1 | O=C(Cn1c(-c2cncs2)nc2ccccc21)NC1CCCC1
-11% | 23% | 18%[12.7 µM] | -23% | 0% | -8% | 18% | -6% | -6 | COC(=O)CSC1=C(C#N)C(c2ccc(C)o2)CC(=O)N1 (stereo unspecified)
-1% | 27% | 3% | -6% | -2% | i | -12% | 8% | -4 | O=C(CCCCCCCCCCC(=O)NCc1cccnc1)NCc1cccnc1
-12%[11.4 µM] | -6% | 1% | 4% | -8% | -4% | -5% | -14% | -1 | Cc1cccc(C)c1NS(=O)(=O)c1ccc(F)cc1
-10% | 42%[activator] | 79µM* | 3%[57.1 µM] | -1% | -4% | -2% | -9% | -3 | O=C1CN=C(Nc2ccccc2)N1Cc1cccs1
-18% | 37% | 50µM* | 8% | 29% | -9%[11.5 µM] | 19% | · | 0 | CCOC(=O)Cc1c(C)nc2c(-c3ccc(Cl)cc3)c(C)[nH]n2c1=O

More results:
JMJD2A Tudor | HP1b binding inh | G9a block | BAZ2B inh | Pin1 inhibitor | Tb PGK inh | GLS inhibitor | ERG Ets-DNA blk | PI4K2A block | SMILES
-6% | 14%[57 µM] | 8% | 3% | -1% | 4% | 2% | 3% | 17 | O=C(NC1CCCCC1)C1CCCN1S(=O)(=O)c1ccc(F)cc1 (stereo unspecified)
3% | 47%[activator] | 1%[59 µM] | · | -8% | -5% | 6% | -1% | 1 | CCC(=O)N1CCc2cc(S(=O)(=O)NCCC(=O)NC(C)c3ccccc3)ccc21 (stereo unspecified)
-11% | 15% | -7% | -9% | 2% | -3% | -1% | -3% | -4 | COc1ccc(CC(=O)NCC(c2ccc(OC)cc2)N(C)C)cc1 (stereo unspecified)
-12% | 79%[activator] | 4% | -22% | 2% | i | -8% | -9% | -2 | COc1ccccc1NC(=O)CSCc1cc(=O)n2ccsc2n1
101%[activator] | 95%[activator] | 6%[0.501 µM] | 126%[activator] | -14% | · | 16% | · | -2 | Cc1cccc(OCC(=O)O/N=C(\N)Cc2cccs2)c1
17% | 69%[activator] | 90%[activator] | 14% | -3% | 0% | -1% | -23% | 0 | Cn1nc(C(F)(F)F)cc1C(=O)Nc1ccc(Cl)cc1
8%[11.4 µM] | -8% | 8.9µM* | -15% | -8% | i | -20% | 0% | 7 | NNc1nc2ccccc2nc1C(F)(F)F
-7% | 41%[activator] | 11%[12.7 µM] | 10% | 2% | -1% | 5% | 12% | 1 | Cc1ccc(CSc2nnc(NC(=O)C3=COCCO3)s2)cc1
72%[activator] | 100%[activator] | 72%[activator][59 µM] | 64%[activator] | -2% | · | -22% | 0% | 1 | COC(=O)c1cc2sc(C)cc2n1Cc1ccc(F)cc1Cl
0% | 24% | -6%[59 µM] | -2% | 27% | 0% | 56%[activator] | -5% | -2 | COCCNC(=O)/C(C#N)=C/c1ccc(-c2ccc(S(=O)(=O)N3CCOCC3)cc2)o1
-13% | 27% | 9%[2.33 µM] | -1% | 2% | -9%[11.5 µM] | 2% | · | -4 | O=C1CC(C(=O)NCc2ccccc2)C2(CCCC2)O1 (stereo unspecified)
-10% | 24% | ? | 11% | 12% | -3% | -13% | 0% | -4 | Cc1cc(NC(=O)c2ccc(S(=O)(=O)N3CCCC3)cc2)nc2c1c(=O)oc1ccccc12
-35% | 27% | -3%[59 µM] | -2% | -2% | 9% | 1% | -2% | -1 | CCO[C@@H]1OC(C(=O)O)=C[C@H](c2ccc3c(c2)OCO3)[C@H]1CCCO

High-throughput results (PubChem)
